Bioassay records (PubChem)
TRPC4 agonist: TRPC4 (mouse) channel activation. AID 2237. hit rate 0.49% among 310,000. HEK293 TRPC4beta/mu-opioid, Fluo4 calcium fluorescence; active compounds read high. B-score at 10 µM. Q9QUQ5;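 active = B-score above 5 SD of library B-scores, and initial fluorescence ratio not above library mean plus 5 SD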;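 note: positive B-score marks a calcium rise read as TRPC4 activation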
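Material: TRPC4beta and mu-opioid receptor HEK293 stable cells | Incubation: 45 min room-temperature Fluo4 loading, 110 s read | Detection: Kinetic Fluo4 calcium fluorescence | Measure: Integrated baseline-normalised fluorescence ratio, converted to per-well B score | Benchmarks: Low control buffer alone, high control maximal DAMGO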
TRPC4 block: TRPC4 (mouse) channel inhibition; hit rate 0.39% among 300,000; AID 2247; HEK293 TRPC4beta/mu-opioid, DAMGO-evoked Fluo4 calcium flux; active compounds read low; Q9QUQ5; B-score at 10 µM;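 active = B-score over 3 SD under the library average, no early fluorescence shift, positive overall ratio signal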
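Material: HEK293 cells with stable TRPC4beta plus mu-opioid receptor expression; probe or stimulus: DAMGO in two steps, submaximal then maximal; technique: Fluo4 calcium fluorescence by kinetic imaging, 5 s 1 Hz baseline; measure: integrated fluorescence ratio relative to baseline, converted to per-well B score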
SKKanGAS inh: blocks kanamycin growth of S. pyogenes SKKanGAS strain; BacTiter-Glo, 6 h; inhibition, % at 7.5 µM; hit rate 1.3% among 300,000; AID 1662;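 active = mean replicate score, as percent of positive control median, at least 50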;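 note: strain carries kanamycin resistance gene driven by streptokinase promoter and grows in 40 µg/ml kanamycin; loss of luminescence reflects streptokinase promoter inhibition or plain growth inhibition; 0% = median of DMSO wells and 100% = positive control at its reference dose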
aSyn 5UTR inh: MLPCN primary screen, SNCA 5' untranslated region | inhibition, % (tested at 7.5 µM) | alpha-synuclein 5'UTR reporter, inhibitor activity | hit rate 0.82% among 300,000; in the data active = inhibition above about 60%;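 note: H4 neuroglioblastoma cells stably carrying SNCA 5'UTR luciferase fusion; 0% = DMSO wells and 100% = positive control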
TRPC4 PAM: TRPC4 (mouse) allosteric potentiation; Q9QUQ5; HEK293 TRPC4beta/mu-opioid, DAMGO EC20, Fluo-4 Ca2+ flux; active compounds read high; B-score at 10 µM; hit rate 0.42% among 310,000; AID 2227;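 active = B-score of calcium response area above 5 SD of library B-scores, with initial fluorescence ratio within 5 SD of library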;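 note: B-score of integrated fluorescence ratio over time as area under calcium response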
KLF5 inhibitor: kruppel-like factor 5 inhibition; inhibition, % at 5 µM; hit rate 0.23% among 290,000; AID 1700; DLD-1 KLF5 promoter-luciferase reporter, luminescence;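 active = inhibition above a per-plate limit of that plate's mean compound inhibition plus 3 SD, cut at about 60% in these data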;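 note: 0% = DMSO wells and 100% = LY294002 at 200 µM; higher means less KLF5 promoter-driven luciferase light; inactives centre near -14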
IEC-6 cytotox: IEC-6 cytotoxicity, counter-screen for KLF5 inhibitors; AID 1825; inhibition, % at 5 µM; luminescence viability; hit rate 0.78% among 290,000; in the data active = inhibition above about 22%;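 note: 0% = plate median of test compound wells and 100% = cytotoxic reference compound wells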
MrgX1 antagonist: blocks BAM8-22 activation of human MrgX1 receptor; MRGX1-HEK293 calcium flux, Fluo-4, BAM8-22 antagonism; active compounds read low; B-score at 10 µM; hit rate 1.3% among 310,000;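 active = calcium-response B-score plate-corrected more than 3 library SD below zero, starting fluorescence within 5 deviations, no agonist response on first addition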;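 note: peak minus trough fluorescence over baseline after final BAM8-22 challenge near maximal dose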
Target sequence (Q96LB2 whole entry, looked up): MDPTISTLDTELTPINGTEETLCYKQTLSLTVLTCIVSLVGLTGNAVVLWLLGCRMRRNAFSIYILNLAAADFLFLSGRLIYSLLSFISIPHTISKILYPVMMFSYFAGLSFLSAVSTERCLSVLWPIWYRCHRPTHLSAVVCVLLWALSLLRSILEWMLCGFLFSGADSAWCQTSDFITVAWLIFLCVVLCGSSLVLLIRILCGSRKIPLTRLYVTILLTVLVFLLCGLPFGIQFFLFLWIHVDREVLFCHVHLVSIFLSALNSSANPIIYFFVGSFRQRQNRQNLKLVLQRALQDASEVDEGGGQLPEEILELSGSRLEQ
HIF activator: HIF pathway transcriptional activation; U2OS HRE-luciferase reporter, luminescence; normalized: DMSO 0%, desferrioxamine 100%; AID 1910; hit rate 0.32% among 300,000; activation, % at 7.5 µM (by protocol);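 active = mean activation of at least 10% of the iron chelator positive control signal, with at least half of replicates also reaching 10%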
TRPC6 act: activators of mouse TRPC6 channel | Q61143 | HEK293-TRPC6 membrane potential dye fluorescence; active compounds read high | B-score at 10 µM | hit rate 0.13% among 310,000;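 active = B-score of the integrated fluorescence ratio above library mean plus 3 SD, and starting fluorescence ratio within library mean plus 5 SD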;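 note: higher score means more depolarization so channel activation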
TRPC6 inh: mouse TRPC6 channel inhibition; hit rate 1.1% among 310,000; B-score at 10 µM; AID 2553; Q61143; HEK293-TRPC6, membrane potential dye, ACh-evoked depolarization; active compounds read low;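 active = B-score under library mean minus 3 SD, initial fluorescence not abnormally high, positive integrated signal ratio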;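 note: B-score derived from integrated fluorescence ratio over the kinetic read; more negative B-score means stronger inhibition of depolarization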
* hit, by the source's call; i = inactive; . = not tested or not shown.

Sample of the layout:
SMILES | TRPC4 agonist | TRPC4 block | SKKanGAS inh | aSyn 5UTR inh | TRPC4 PAM | KLF5 inhibitor | IEC-6 cytotox | MrgX1 antagonist | HIF activator | TRPC6 act | TRPC6 inh
CCCCCN(C(=O)CCC(=O)OCC(=O)N(CC#N)c1ccccc1)c1c(N)n(CCCC)c(=O)[nH]c1=O | i | i | -1.5 | 17.9 | i | . | . | i | 0.6 | i | i
COC(=O)c1ccc(Nc2cc(C)nc3ncnn23)cc1 | i | i | 6.7 | 1.1 | i | -12.8 | 3.1 | i | 0.7 | i | i
Cc1ccc(Nc2nc(N)c([N+](=O)[O-])c(NCCO)n2)cc1 | i | i | -5.5 | 7.9 | i | -0.9 | -5.2 | i | 4.0 | i | i

The whole of this part, from the start:
SMILES | TRPC4 agonist | TRPC4 block | SKKanGAS inh | aSyn 5UTR inh | TRPC4 PAM | KLF5 inhibitor | IEC-6 cytotox | MrgX1 antagonist | HIF activator | TRPC6 act | TRPC6 inh
CCCCCN(C(=O)CCC(=O)OCC(=O)N(CC#N)c1ccccc1)c1c(N)n(CCCC)c(=O)[nH]c1=O | i | i | -1.5 | 17.9 | i | . | . | i | 0.6 | i | i
COC(=O)c1ccc(Nc2cc(C)nc3ncnn23)cc1 | i | i | 6.7 | 1.1 | i | -12.8 | 3.1 | i | 0.7 | i | i
Cc1ccc(Nc2nc(N)c([N+](=O)[O-])c(NCCO)n2)cc1 | i | i | -5.5 | 7.9 | i | -0.9 | -5.2 | i | 4.0 | i | i
CCC(C(=O)OC)n1cnc2c(nnn2-c2cccc(Cl)c2)c1=O (stereo not drawn) | i | i | 2.2 | -3.0 | i | -20.0 | -5.9 | i | -0.1 | i | i
CC(=O)Nc1ccc(NC(=O)c2sc3nc4c(c(-c5ccc(C)cc5)c3c2N)CCC4)cc1 | i | i | -3.9 | 30.5 | i | -1.8 | 3.9 | i | -0.3 | i | i
O=C(NCCN1CCN(C(=O)c2cccc(Br)c2)CC1)C(=O)NCc1ccccc1 | i | i | 1.9 | 22.2 | i | 0.1 | 7.7 | i | -0.3 | i | i
CCOc1ccc(-c2nc3n(c(=O)c2C#N)CCCS3)cc1 | i | i | 57.6* | 2.3 | i | 10.7 | 3.1 | i | 0.4 | i | i
COc1ccc2cc(CN(Cc3cccs3)Cc3nnnn3Cc3ccccc3)c(=O)[nH]c2c1 | i | i | 15.9 | 19.6 | i | -13.0 | 2.3 | i | 0.2 | i | i
Cc1ccc(-n2c(C)c(C)c3c(NCCN(C)C)ncnc32)cc1 | i | i | -1.5 | -3.1 | i | -33.8 | 5.6 | i | -0.4 | i | i
O=C1CC(c2ccco2)CC(O)=C1C=NCC1NCCc2ccccc21 (stereo not drawn) | i | i | 2.0 | -5.6 | i | -8.2 | -9.3 | i | -46.9 | i | i

A draw from above in order of count of non-hydrogen atoms, descending.
SMILES | TRPC4 agonist | TRPC4 block | SKKanGAS inh | aSyn 5UTR inh | TRPC4 PAM | KLF5 inhibitor | IEC-6 cytotox | MrgX1 antagonist | HIF activator | TRPC6 act | TRPC6 inh
CCCCCN(C(=O)CCC(=O)OCC(=O)N(CC#N)c1ccccc1)c1c(N)n(CCCC)c(=O)[nH]c1=O | i | i | -1.5 | 17.9 | i | . | . | i | 0.6 | i | i
CC(=O)Nc1ccc(NC(=O)c2sc3nc4c(c(-c5ccc(C)cc5)c3c2N)CCC4)cc1 | i | i | -3.9 | 30.5 | i | -1.8 | 3.9 | i | -0.3 | i | i
Cc1ccc(-n2c(C)c(C)c3c(NCCN(C)C)ncnc32)cc1 | i | i | -1.5 | -3.1 | i | -33.8 | 5.6 | i | -0.4 | i | i

The results go on.
SMILES | TRPC4 agonist | TRPC4 block | SKKanGAS inh | aSyn 5UTR inh | TRPC4 PAM | KLF5 inhibitor | IEC-6 cytotox | MrgX1 antagonist | HIF activator | TRPC6 act | TRPC6 inh
CC(C)c1ccc(Nc2cnn(C34CC5CC(CC(CC(=O)O)(C5)C3)C4)c(=O)c2Cl)cc1 | i | i | 19.8 | -20.1 | i | -37.9 | -2.0 | i | 0.2 | i | i
CNC(=O)c1c(C)noc1C | i | i | 11.1 | -19.6 | i | -14.5 | -6.3 | i | -0.1 | i | i
O=C(c1cccc(S(=O)(=O)N2CCN(c3ccccc3)CC2)c1)N1CCCCCCC1 | i | i | 3.4 | 25.7 | i | . | . | i | 0.2 | i | i
CCOC(=O)Nc1cccc(NC(=O)c2cc(OC)cc(OC)c2)c1 | i | . | -16.4 | -2.0 | i | 10.0 | 10.5 | i | 0.5 | i | i
NNC(=O)C1CCN(S(=O)(=O)c2ccc(Cl)cc2)CC1 | i | i | 2.2 | 13.5 | i | . | . | i | 0.3 | i | i
COc1ccc(Cl)cc1NC(=O)CCN1CCN(c2ccccc2C)CC1 | i | i | 8.4 | -0.8 | i | -20.6 | -3.5 | i | . | i | i
O=C(O)Cc1sc(NC2CCCCC2)nc1-c1ccc(Cl)cc1 | i | i | 2.9 | -56.4 | i | -57.4 | 2.9 | -9.63* | 1.3 | i | i
COc1ccc(S(=O)(=O)c2c(O)c3ccc(C(=O)Nc4ccccc4)cc3[nH]c2=O)cc1 | i | i | -6.5 | 10.3 | i | -31.8 | -3.1 | i | -0.1 | i | i
Cc1ccc(NC(=O)CN(C)C(=O)COC(=O)C2=COCCO2)cc1 | i | i | 1.6 | -20.0 | i | . | . | i | 0.4 | i | i
CCCN(C(=O)CSc1nnnn1-c1ccccc1OC)C1CCS(=O)(=O)C1 (stereo not drawn) | i | i | -3.1 | 1.6 | i | 23.8 | -2.7 | i | 0.0 | i | i
S=c1[nH]nc(-c2cc(-c3ccccc3)n[nH]2)n1/N=C/c1cccc(Cl)c1 | i | i | 60.0* | -13.3 | i | -4.1 | -4.2 | i | 0.2 | i | i
CC1Cc2cc(/C(O)=C3/C(=O)C(=O)N(CCCn4ccnc4)C3c3ccc(Br)cc3)ccc2O1 (stereo not drawn) | i | i | 1.0 | 2.1 | i | -18.6 | -7.9 | i | 0.0 | i | i
COC(=O)c1cccc(NC(=O)CSc2nnc(C)n2C)c1 | i | i | 0.6 | 10.7 | i | 20.6 | -1.5 | i | 0.5 | i | i
O=C(Cn1nc(-c2ccc(Cl)cc2)c2ccccc2c1=O)Nc1cccnc1 | i | i | -4.2 | 18.9 | i | -14.0 | -1.0 | i | -0.6 | i | i
CN(C)c1nc(NC(C)(C)C)nc(SCC(=O)Nc2ccccc2)n1 | i | i | 12.8 | -10.1 | i | -32.5 | -3.0 | i | -0.2 | i | i
CN(C)/C=N/C(=S)Nc1ccc(Cl)cc1Cl | i | i | 8.3 | -107.5 | i | -11.2 | 4.4 | i | 1.5 | i | i
CCCOc1ccc(C2C(C(=O)c3cc4ccccc4o3)=C(O)C(=O)N2c2cc(C)on2)cc1OC (stereo not drawn) | i | i | 97.9* | 2.1 | i | -26.6 | -7.2 | i | 0.3 | i | i
CCOc1ccc(N2C(=O)C3C4C=CC(CC4)C3C2=O)c([N+](=O)[O-])c1 (stereo not drawn) | i | i | -0.5 | 36.4 | i | -14.4 | -1.6 | i | -0.5 | i | i
Cc1[nH]c2c(C)cccc2c(=O)c1CN1CCCCCC1 | i | i | -0.7 | 0.8 | i | -27.9 | 0.2 | i | 1.3 | i | i
COc1ccc(C(=O)Nc2ccc(-c3nnn(CC(=O)N4CCN(C(=O)c5ccco5)CC4)n3)cc2)cc1 | i | i | 14.1 | 11.0 | i | -11.6 | -3.8 | i | -0.4 | i | i
COc1ccc(OC)c(C(=O)COC(=O)c2ccc(C)o2)c1 | i | i | -0.8 | -14.3 | i | 7.7 | 5.5 | i | 0.1 | i | i
Cc1ccccc1NNC(=O)C(=O)NNc1ccccc1C | i | i | 8.6 | -20.0 | i | 12.7 | 10.2 | i | -0.2 | i | i
Cc1ccnc(NC(=O)CCC2COc3ccccc3O2)c1 (stereo not drawn) | i | i | -3.7 | -19.4 | i | -27.2 | -1.4 | i | 1.4 | i | i
COc1ccc(NC(=O)Cc2nnc(SCC(=O)NC3CCCCC3)n2C)cc1 | i | i | 4.0 | -5.3 | i | -20.7 | 3.1 | i | -0.3 | i | i
CCCCCC1CC(CC(=O)O)C(=O)O1 (stereo not drawn) | i | i | -15.7 | -13.2 | i | -4.4 | 1.7 | i | 0.0 | i | i
Cc1ccc(NC(=S)NNC(=O)CCn2cc(C)cn2)cc1 | i | i | 6.3 | 16.5 | i | -20.8 | -7.3 | i | 0.4 | i | i
COc1ccc(NC(=O)Cc2coc3cc(C)ccc23)cn1 | i | i | -8.1 | -31.6 | i | -21.4 | 0.3 | i | 1.0 | i | i
CC1(C)Cc2nc3sc4c(=O)n(CC(=O)NCc5ccco5)cnc4c3cc2CO1 | i | i | -6.2 | -99.9 | i | -7.3 | 3.2 | i | 2.7 | i | i
Cc1ccc2oc(C(=O)N(C)Cc3cnccn3)c(C)c2c1 | i | i | -3.4 | -30.6 | i | -24.8 | 4.1 | i | 1.2 | i | i
CCC(=O)c1ccc(OCC(=O)N2CCN(c3ccccn3)CC2)cc1 | i | i | 0.8 | 5.8 | i | -35.0 | 0.7 | i | -0.6 | i | i
CC(=O)C1=C(C)NC(SCC(=O)c2ccccc2)=C(C#N)C1c1ccco1 (stereo not drawn) | i | i | 26.9 | -162.0 | i | -13.9 | 8.4 | i | 1.9 | i | i
COc1ccc(C)cc1N(C)C(=O)Cc1c(C(=O)O)n(C)c2ccccc12 | i | i | 4.4 | 21.5 | i | -1.4 | 10.6 | i | 1.8 | i | i
CCOC(=O)c1[nH]c(C)c(C(=O)NCc2ccc(Cl)cc2)c1C | i | i | -3.8 | -29.3 | i | -18.5 | -5.1 | i | 0.0 | i | i
COc1ccc(C(=O)NNC2=CC(=O)CC(C)(C)C2)cc1 | i | i | 3.1 | 19.8 | i | 19.1 | 0.7 | i | -0.6 | i | i
CC(=O)c1ccc(N/C=C\C(=O)c2ccc(C)cc2)cc1 | i | i | -19.4 | -211.4 | i | -36.9 | -0.5 | i | 1.8 | i | i
CCCc1c(C(=O)N/N=C(\C)c2ccc(O)cc2)nnn1-c1nonc1N | i | i | -1.4 | 6.8 | i | -5.6 | -0.7 | i | -0.8 | i | i
Cc1ccc(/C=C/C(=O)NN2CCN(C)CC2)cc1 | i | i | -0.2 | 6.7 | i | -17.9 | 3.6 | i | 1.1 | i | i
Cn1nc(-c2ccccc2)c(CSc2ccccc2Cl)c1Cl | i | i | 75.0* | 8.9 | i | -32.8 | 11.5 | i | 2.1 | i | i
COc1ccc(NC(=O)CSc2nc(C)cs2)c(OC)c1 | i | i | 2.8 | -24.3 | i | -31.3 | 2.8 | i | 0.9 | i | i
